NOD1 NF-kB reporter: NOD1 signaling inhibitors, primary screen, cell-based, luminescence, uHTS (AID 1578); NOD1-driven NF-kB luciferase reporter cells, luminescence; higher % means a stronger effect; one-dose inhibition, % at 4 µM; EC50 in µM for titrated hits; 290,000 compounds, 1% hits; in the data active = inhibition mostly above about 36%, no sharp cut-off; inactive = mostly below about 34%;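 also: HEK-293T reporter cells stimulated with the NOD1 agonist gamma-tri-DAP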
NOD2 inhibition: NOD2 signaling inhibitors, cell-based, luminescence, uHTS, HEK293 (AID 1566); HEK293 NOD2/NF-kB luciferase reporter, luminescence; higher % means a stronger effect; inhibition, % at 4 µM; hits with a dose series show EC50 in µM; 290,000 compounds, 0.63% hits; also: many of its hits are not listed in these tables
GPR55 activation: GPR55 agonists via beta-arrestin recruitment, primary screen, imaging, U2OS cells, beta-arrestin-GFP redistribution (AID 1961); U2OS GPR55 beta-arrestin-GFP redistribution imaging; higher % means a stronger effect; one-dose activation, % at 10 µM; EC50 in µM for titrated hits; 290,000 compounds, 0.048% hits;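 active = activation above 40% with more than 50 cells counted in the well; inconclusive = wells holding fewer than 50 cells, flagged as toxic or sparse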;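 also: U2OS osteosarcoma cells stably expressing GPR55 and beta-arrestin-GFP; plate controls were DMSO negative control for no effect and LPI positive control for full effect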
Rac1 GTP hydrolysis: MgcRacGAP GTPase-activating activity inhibitors, confirmation, biochemical, ADP Hunter fluorescence; MgcRacGAP-stimulated Rac1 GTP hydrolysis, ADP Hunter fluorescence; higher % means a stronger effect; GST-tagged Rac1 F28L mutant substrate; inhibition, % at 30 µM; hits with a dose series show IC50 in µM; 340,000 compounds, 0.6% hits;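 active = first-screen hits whose inhibition reached a set limit at any dose in the follow-up dose series; inconclusive = inhibition above the set first-screen limit but never retested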;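 also: fluorescence reports GDP produced by GAP-driven GTP hydrolysis; strong numbers were not always called active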
GPR55 antagonists: GPR55 antagonists blocking LPI-driven arrestin recruitment, primary screen, imaging, U2OS, beta-arrestin-GFP, LPI agonist (AID 2013). 290,000 compounds, 0.13% hits. U2OS GPR55 beta-arrestin-GFP translocation imaging, LPI antagonism; higher % means a stronger effect. inhibition, % at 10 µM; hits with a dose series show IC50 in µM;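 active = spots per cell inhibited over 60%, with over 100 cells counted and total cytoplasm intensity under 500,000; inconclusive = wells with under 100 cells, flagged as likely toxic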;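 also: U2OS cells stably carrying GPR55 and arrestin-GFP stimulated by 5 µM LPI near EC80; imaged beta-arrestin-GFP aggregate spots per cell after agonist stimulation; plate controls were LPI-stimulated DMSO wells for no effect and DMSO wells without LPI for full effect; some results filed as inactive read as strong as hits; confirmed hits need IC50 under 10 µM and bright autofluorescent wells are also inconclusive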
SV40 large T antigen: SV40 large T antigen inhibitors, biochemical (AID 1903); one-dose inhibition, % at 20 µM; IC50 in µM for titrated hits; 310,000 compounds, 0.39% hits; SV40 large T antigen ATPase/helicase inhibition assay; higher % means a stronger effect; in the data active = a potency from the dose series; inconclusive = inhibition mostly from about 32% at the one dose, without a potency; inactive = the rest, 99 in 100 with inhibition below about 32%; also: strong numbers were not always called active
KOR beta-arrestin-1: KOR antagonists, beta-arrestin recruitment, cell-based, luminescence, uHTS (AID 1778) | KOR beta-arrestin recruitment, luminescence, antagonist mode; higher % means a stronger effect | inhibition, % at 10 µM, or IC50 in µM where a hit was titrated | 290,000 compounds, 0.091% hits; also: strong numbers were not always called active
KOR beta-arrestin-2: kappa opioid receptor activators – cell-based, luminescence, uHTS, primary screen (AID 1777); 280,000 compounds, 0.02% hits; one-dose activation, % at 10 µM; EC50 in µM for titrated hits; KOR beta-arrestin recruitment, luminescence; higher % means a stronger effect; in the data active = activation above about 50%, passing the limit was not always enough; also: a part of the inactive calls stands beside numbers as strong as those of hits
HIV peptide binding: inhibitors of HIV fusion peptide binding, primary screen, biochemical, uHTS, fluorescence dequenching (AID 1986); cell-free peptide binding, fluorescence dequenching, 30 min; higher % means a stronger effect; inhibition, % at 20 µM; hits with a dose series show IC50 in µM; 290,000 compounds, 0.3% hits; in the data active = inhibition mostly above about 52%, no sharp cut-off; inactive = mostly below about 76%; also: some results filed as inactive read as strong as hits
* marks the source's active call; other numbers are inactive results; u = inconclusive; x = no result given; [ ] = dose if it differs, or a comment. Rule as the data show it, unless noted: active = inhibition above about 50%; inactive = the rest.

SMILES | NOD1 NF-kB reporter | NOD2 inhibition | GPR55 activation | Rac1 GTP hydrolysis | GPR55 antagonists | SV40 large T antigen | KOR beta-arrestin-1 | KOR beta-arrestin-2 | HIV peptide binding
CC(C)N=C(NS(=O)(=O)c1ccccc1)C(Cl)(Cl)Cl | 63%* | 16% | -0.4% | 18% | 52% | u | -13% | 4.8% | -1.1%
CC(C)(C)OC(=O)N1CCC2(CC1)Oc1ccc(F)cc1C(=O)C21CC(c2cccnc2)=NO1 (stereo not drawn) | 2% | 10% | 1.0% | -1% | -1% | 2% | 10% | -0.9% | -1.2%
O=C(NC1CCCCC1)c1cc(F)cc2c1OCOC2 | -16% | -12% | 0.2% | -2% | -6% | 3% | 4% | -2.2% | -1.7%
COc1cc2c(cc1NC(=O)COC(=O)[C@@H](NS(=O)(=O)c1cccc(Cl)c1)C(C)C)oc1ccccc12 | -19% | -23% | -0.2% | 0% | 6% | 6% | 7% | -2.5% | 1.7%
CC(C)(CO)CNC(=O)c1ccc(OC2CCN(C(=O)C3CC3)CC2)cc1 | -32% | 7% | 0.7% | 4% | -3% | 2% | -19% | -3.1% | -0.6%
Cn1c(C2=C(O)CN(Cc3ccccc3)C2=N)nc2ccccc21 | -11% | -10% | 0.5% | 8% | 7% | 5% | 11% | 1.9% | -0.3%
COc1cc2nc(COc3ccccc3[N+](=O)[O-])oc(=O)c2cc1OC | 8% | 4% | 0.1% | 1% | 13% | 8% | -4% | 1.1% | -1.0%
CCOc1cc(-c2nccc3cc(OC)c(OC)cc23)cc(OCC)c1OCC | -16% | 20% | 0.2% | 7% | 8% | 8% | -7% | 2.6% | 1.6%
CCOc1ccc(N(CC(=O)N2CCCCC2)S(=O)(=O)c2ccc(Cl)cc2)cc1 | 6% | -3% | -0.2% | 4% | 1% | 5% | -20% | -0.1% | 2.9%
COc1ccc(N(CC(=O)N2CCN(c3cccc(Cl)c3)CC2)S(=O)(=O)c2c(C)noc2C)cc1 | -11% | 25% | 0.3% | -2% | 16% | 18% | 12% | -3.3% | 0.3%
COC(=O)c1ccc(CSc2nccn2C)cc1 | -16% | -41% | 0.1% | -2% | 12% | 0% | -2% | 2.1% | 3.1%
CC(=O)N/C(=C\c1ccccc1)C(=O)OCc1cccc(S(=O)(=O)N(C)C)c1 | -8% | 8% | 0.8% | 2% | -2% | -18% | -34% | 0.2% | -0.6%
CCOc1cc(C(=S)N2CCN(C)CC2)ccc1OCC(=O)N1CCOCC1 | -11% | 10% | -0.1% | 9% | 3% | 2% | 18% | -3.3% | -0.5%
CCN(c1ccc(Cl)cc1)S(=O)(=O)c1nnc(NC(=O)C(C)C)s1 | 1% | 15% | -0.3% | 4% | -12% | -10% | 1% | -6.2% | 0.1%
COc1cc(OC)cc(C(=O)N[C@H](C(=O)Nc2ccc(NC(C)=O)cc2)C(C)C)c1 | -14% | 8% | -0.1% | 7% | 1% | 3% | 13%[20 µM] | -4.7% | 0.7%
CCC(=O)Oc1ccc(NC(=O)c2ccco2)cc1 | -32% | -3% | -0.1% | 13% | 5% | 12% | -40%[20 µM] | 3.4% | 0.6%
O=C(Nc1ccc(Cl)c(Cl)c1)Nc1ccc(N2CCCC2)c(S(=O)(=O)Nc2ccccc2Cl)c1 | 54% | 6% | 1.1% | 7% | 13% | 3% | -29% | 3.4% | 8.7%
CC(Sc1nc2c(N)ncnc2n1CCOc1ccccc1)C(=O)O (stereo not drawn) | -12% | -8% | -0.1% | 12% | 8% | 22% | 24% | 0.1% | -1.1%
CC(=O)Nc1ccc2c(c1)CN(c1cc(C)ccc1C)CO2 | -17% | 10% | -0.3% | 17% | 18% | 17% | 20% | -5.1% | 2.5%
COC(=O)c1ccc(OCC2c3cc(OC)c(OC)cc3CCN2C(C)=O)cc1 (stereo not drawn) | -46% | 7% | -0.4% | 7% | -2% | -3% | -56% | 5.1% | 0.5%
O=C(Nc1ccc2nsnc2c1)c1cccs1 | 3% | -6% | -0.1% | 2% | 4% | 9% | 6% | 6.8% | -0.7%
Cc1ccc(N(CC(=O)N2CCc3ccccc32)S(=O)(=O)c2cccs2)cc1 | 2% | -3% | 0.7% | 2% | 4% | -2% | 5% | -4.0% | -0.4%
C=CCc1cccc2cc(C(=O)NC)c(=O)oc12 | -12% | 4% | -0.1% | 5% | -3% | 11% | 15% | -0.2% | 1.4%
CC(=O)c1cccc(OCc2cc(C(=O)NC3CCN(Cc4ccccc4)CC3)no2)c1 | -5% | 37% | 0.0% | 8% | 0% | 16% | -34% | 3.0% | -0.2%
CN(c1ccc(C(=O)NCC2CCCO2)cc1)S(C)(=O)=O (stereo not drawn) | -18% | -5% | 0.2% | 13% | 2% | 1% | 12% | -3.2% | 0.3%
COc1ccc(C)cc1NC(=O)CN1CCN(S(=O)(=O)c2ccc(Cl)cc2)CC1 | -5% | -9% | -0.1% | 4% | -4% | 6% | 10% | -2.7% | 1.1%
O=C1c2cccnc2C(Nc2ccccc2Br)N1Cc1ccco1 (stereo not drawn) | -17% | 12% | 0.5% | 10% | -2% | -4% | -3% | 1.8% | 4.9%
O=C(NC1CCCCC1)c1nc2c(nnn2Cc2ccccc2Cl)c(=O)[nH]1 | -1% | 26% | 0.3% | 5% | 12% | -4% | 10% | -3.3% | 4.4%
CN(Cc1ccc(C(F)(F)F)cc1)C(=O)C1CCC(=O)N(C2CC2)C1 (stereo not drawn) | -25% | -4% | -0.1% | 8% | -2% | 9% | -33% | 4.5% | 1.0%
Cc1ccc(NC(=O)Cn2nc(C(F)(F)F)c3c2CCC3)cc1 | -18% | 14% | -0.1% | 8% | 6% | 4% | 13% | -9.2% | -0.9%

Results in GPR55 antagonists (2 entries from above):
compound | GPR55 antagonists
CC(=O)c1cccc(OCc2cc(C(=O)NC3CCN(Cc4ccccc4)CC3)no2)c1 | 0%
CN(c1ccc(C(=O)NCC2CCCO2)cc1)S(C)(=O)=O (stereo not drawn) | 2%

(further entries)
SMILES | NOD1 NF-kB reporter | NOD2 inhibition | GPR55 activation | Rac1 GTP hydrolysis | GPR55 antagonists | SV40 large T antigen | KOR beta-arrestin-1 | KOR beta-arrestin-2 | HIV peptide binding
C(=C\c1ccco1)/c1nc2ccccc2[nH]1 | 44% | -16% | -0.3% | 15% | 3% | 17% | 10% | x | 48%
S=C(Nc1cccc(Cl)c1)Nc1cccc2cnccc12 | 24% | 26% | -0.1% | 17% | -1% | u | -49% | 14% | 24%
COc1cc(/C=N/NC(=O)c2cc(C3CC3)[nH]n2)ccc1O | -6% | -29% | -0.1% | u | 6% | 7.3µM* | 38% | 2.6% | -0.9%
O=C(CC(=O)Nc1ccccc1F)Nc1ccccc1F | -5% | -6% | 0.0% | 5% | -5% | 7% | -2% | -2.3% | -0.7%
CC1CCN(CCCn2c(SCC(=O)NC3CCCC3)nc3ccccc3c2=O)CC1 | -14% | 8% | 0.2% | 10% | 20% | 14% | 26% | 1.4% | 1.6%
COC(=O)Cc1c(O)ccn(CCc2ccc(OC)c(OC)c2)c1=O | 18% | -10% | -0.1% | 6% | -4% | 7% | -3%[20 µM] | 3.5% | 0.1%
C(=NC12CN3CN(CN(C3)C1)C2)c1ccc2c(c1)OCO2 | -12% | 4% | 0.6% | 0% | -11% | 0% | 40% | -5.3% | 0.3%
Cc1ccc(-c2nnc(NCc3nc4ccccc4[nH]3)c3ccccc23)cc1S(=O)(=O)N1CCCCC1 | -23% | 2% | -0.1% | 4% | -1% | 10% | 19% | 1.5% | -0.5%
O=C(O)c1ccc2c(c1)N(Cc1cccc(F)c1)C(=O)CS2 | 14% | 4% | -0.2% | 1% | -5% | -2% | 2% | 5.9% | 0.1%
CCOc1ccc(CCNC(=O)C2CCCN(S(=O)(=O)N3CCOCC3)C2)cc1OCC (stereo not drawn) | -33% | 4% | -0.3% | -13% | 1% | x | -15%[20 µM] | -0.6% | -1.7%
COc1cc(S(=O)(=O)N2CCN=C2c2ccccc2)c(OC)cc1Cl | -20% | 18% | -0.1% | -7% | u | 12% | 17% | -3.7% | 0.0%
Cc1ccc(C(=O)Oc2coc(CSc3nnc(NC(=O)C4CC4)s3)cc2=O)cc1 | -15% | -38% | -0.2% | 9% | 2% | 11% | 27% | 3.9% | 2.8%
COc1cccc(-c2cc(C(=O)NCC3CCCO3)c3cc(C)cc(C)c3n2)c1 (stereo not drawn) | -42% | -6% | -0.1% | 7% | -1% | 8% | -17% | -3.2% | -0.5%
O=c1cc(C(F)(F)F)nc(-c2ccccc2)[nH]1 | -26% | 4% | -0.3% | 10% | 2% | -1% | -2% | -7.4% | 1.4%
C=CCNC(=O)c1ccc(CNS(=O)(=O)c2ccc(NC(C)=O)cc2)cc1 | -25% | 5% | 0.2% | 7% | -4% | 5% | -38% | x | -2.2%
CSc1ccc(Cl)c(C(=O)OCC(=O)NCC(C)C)c1 | -28% | -6% | -0.1% | 4% | 2% | 2% | 3% | -1.8% | 0.5%
NC1=NS(=O)(=O)NC1c1cccc(F)c1 (stereo not drawn) | -32% | -2% | -0.6% | 7% | 10% | 15% | 5% | -3.7% | 2.9%
CS(=O)(=O)N(CC(=O)N1CCN(c2ccccc2)CC1)c1cc(C(F)(F)F)ccc1Cl | 12% | -16% | 0.2% | 5% | 37% | 1% | -77% | -2.3% | -1.6%
CN(C)c1ccc(/C=C/C(O)=C2/C(=O)N(C)C3(C)CC2c2ccccc2O3)cc1 (stereo not drawn) | 37% | -36% | -0.1% | x | -3% | 3% | 12% | 0.5% | 25%
COc1ccc(NC(=O)C(Sc2nnc3ccccn23)c2ccccc2)cc1Cl (stereo not drawn) | -7% | 3% | -0.3% | 10% | -2% | 1% | -10% | 3.4% | -1.2%
O=C1CSC(c2cccnc2)N1CC1CC1 (stereo not drawn) | -1% | 0% | -0.2% | 14% | -9% | 12% | 11% | 2.4% | -0.3%
Cc1ccsc1CNCC(O)c1ccccc1 (stereo not drawn) | -23% | -2% | -0.3% | 4% | -17% | 3% | -43%[20 µM] | 7.9% | -1.4%
Cc1ccccc1C(=O)Nc1ccc(S(=O)(=O)N2CCN(C)CC2)cc1 | -23% | -36% | 0.1% | 6% | -2% | 20% | 9% | -1.0% | 0.4%
CC(C)(Oc1ccc(Cl)cc1)C(=O)NNC(=O)c1ccc(Br)o1 | -23% | 4% | 0.2% | 7% | 16% | 16% | -4% | -1.3% | -0.4%
CCN(CC)c1ccc(-c2sc(Nc3ccccc3)n[n+]2-c2ccc(F)cc2)cc1 | 18% | 0% | 8.3% | 10% | u | 24% | -2%[20 µM] | 1.1% | 5.6%

A portion of the library (hit frequency here may not be typical).
